Source: PubChem BioAssay
ERG Ets-DNA blk: qHTS for Small Molecule Inhibitors of the ERG Ets/DNA interaction | 0.028% of 370,000 active | Potency, µM (top dose mostly 76.9 µM), inactives show top-dose FP activity, negative = inhibition, most hits filed as inhibitors | AID 624246, 2012 | Transcriptional regulator ERG (Homo sapiens), P11308 | fluorescence polarization, His-ERG Ets domain / labelled DNA; active = well fitted inhibition curve with a large enough effect in the polarisation, with a control signal flat; inconclusive = small, poorly fitted or top-dose-only effect, or effect the other way, or a change in a side signal; inactive = no such curve, though single readings can be large or run the other way; the % refers to the polarisation;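 also: polarization taken with two DNA probes labelled with fluorescein and Texas red; % of control where 0% means no effect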
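His-tagged ERG Ets domain (1 uM in the protein solution; 300mM KCl, 50mM Tris-HCl, 1mM EDTA, 1mM DTT, pH 7.5) received compound, then a probe mix of 5 nM fluorescein-DNA and 100nM Texas-615-DNA. Fluorescence polarization was read for both dyes.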
12-LOX inh: Primary qHTS assay for inhibitors of human arachidonate 12S-lipoxygenase (ALOX12): Round 2; 1.1% of 580,000 active; purified 12hLO, xylenol orange hydroperoxide absorbance; Polyunsaturated fatty acid lipoxygenase ALOX12 (Homo sapiens), P18054; Potency, µM (series often up to 108 µM), without a hit: top-dose activity change, negative = inhibition, hits mostly inhibitors; also: % is scaled to controls: 0 for no effect and ±100 for the full control effect
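Purified human 12hLO at 150 nM in 25 mM Hepes, 0.01% Triton X-100, pH 7.0, preincubated 15 min at room temperature with compound. Reaction started with 40 uM arachidonic acid, 30 min at room temperature. Hydroperoxide measured by Fe-xylenol orange, 573/405 nm absorbance ratio.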
Pin1 inh: qHTS Assay to Find Inhibitors of Pin1; 0.009% of 390,000 active; Pin1 FP peptide displacement, HiFluor488, 10 min; Peptidyl-prolyl cis-trans isomerase NIMA-interacting 1 (Homo sapiens), Q13526; AID 504891, 2011; Potency, µM (doses to about 115 µM), inactives show at the highest dose activity, negative = inhibition, usual class: inhibitors; active = well fitted inhibition curve with a large enough effect in the polarisation, with a control signal flat, not every such curve was filed as active; inconclusive = small, poorly fitted or top-dose-only effect, or effect the other way, or a change in a side signal; inactive = no such curve, though single readings can be large or run the other way; the % refers to the polarisation; also: % is scaled to controls: 0 for no effect and ±100 for the full control effect
Target sequence (Q13526 whole entry, looked up): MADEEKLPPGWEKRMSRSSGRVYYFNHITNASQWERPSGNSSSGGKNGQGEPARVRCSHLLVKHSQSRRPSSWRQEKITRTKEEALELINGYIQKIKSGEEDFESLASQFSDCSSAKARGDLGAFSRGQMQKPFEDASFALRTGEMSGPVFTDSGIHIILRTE
GLS inhibitor: qHTS for Inhibitors of Glutaminase (GLS) | Glutaminase kidney isoform, mitochondrial (Homo sapiens), O94925 | GLS enzymatic activity, qHTS titration | Potency, µM (highest dose often 45.5 µM), inactives show top-dose activity change, negative = inhibition, most hits filed as inhibitors | 0.21% of 410,000 active | AID 624170, 2012; also: % is scaled to controls: 0 for no effect and ±100 for the full control effect
Target sequence (O94925 whole entry, looked up, canonical isoform): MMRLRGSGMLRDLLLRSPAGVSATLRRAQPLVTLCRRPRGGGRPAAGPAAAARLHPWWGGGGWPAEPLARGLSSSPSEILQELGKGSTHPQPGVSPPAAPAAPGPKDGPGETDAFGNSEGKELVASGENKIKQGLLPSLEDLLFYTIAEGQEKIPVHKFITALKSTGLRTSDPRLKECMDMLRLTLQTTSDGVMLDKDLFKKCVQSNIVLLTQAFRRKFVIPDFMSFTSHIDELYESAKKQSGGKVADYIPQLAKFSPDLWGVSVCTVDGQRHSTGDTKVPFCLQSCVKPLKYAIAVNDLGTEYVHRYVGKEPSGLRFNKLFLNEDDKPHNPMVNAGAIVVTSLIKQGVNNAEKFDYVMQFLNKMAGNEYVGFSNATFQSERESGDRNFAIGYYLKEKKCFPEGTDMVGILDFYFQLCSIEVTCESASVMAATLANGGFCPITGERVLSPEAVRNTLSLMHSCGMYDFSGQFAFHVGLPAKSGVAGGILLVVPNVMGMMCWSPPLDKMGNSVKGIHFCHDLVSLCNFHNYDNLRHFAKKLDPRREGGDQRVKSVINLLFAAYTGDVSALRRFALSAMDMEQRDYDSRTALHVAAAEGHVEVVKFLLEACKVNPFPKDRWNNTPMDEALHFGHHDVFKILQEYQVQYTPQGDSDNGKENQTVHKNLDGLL
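hKGA; 45 mM KH2PO4 pH 8.2 + 0.02% Tween-20; cpd via pin tool; 1 mM Gln soln; GluOx/HRP/Amplex Red; RT 30 min; fluor. t0 & final.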
RGS4 inhibitor: Inhibitors of Regulator of G Protein Signaling (RGS) 4: qHTS; Regulator of G-protein signaling 4 (Homo sapiens), P49798; Transcreener GDP fluorescence polarization, RGS4-accelerated GTP hydrolysis; Potency, µM (series often up to 114 µM), inactives show at the highest dose activity change, negative = inhibition, most hits filed as inhibitors; 0.039% of 390,000 active; also: % is scaled to controls: 0 for no effect and ±100 for the full control effect; nearly all actives have a fitted effect of over 75% in size; some results filed as inactive show a strong effect at the top dose
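MLSMR compounds (23 nl, pin-transferred) preincubated 10 min at room temperature with a 500nM (2x) first reagent, then RGS4 at 900nM (2x) plus Transcreener GDP mix added; fluorescence polarization (620/688 nm) read before and after 90 min at 30 °C.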
JMJD2A Tudor inh: qHTS Assay for Inhibitors of JMJD2A-Tudor Domain | Lysine-specific demethylase 4A (Homo sapiens), O75164 | AlphaScreen JMJD2A-Tudor / H3K4me3 peptide binding | Potency, µM (top dose mostly 114 µM), inactives show top-dose activity change, negative = inhibition, most hits filed as inhibitors | 4.4% of 390,000 active | AID 504339, 2011; also: % is scaled to controls: 0 for no effect and ±100 for the full control effect; nearly all actives have a fitted effect of over 50% in size
TrxR1 inh: qHTS Assay for Inhibitors of Mammalian Selenoprotein Thioredoxin Reductase 1 (TrxR1): qHTS; Thioredoxin reductase 1, cytoplasmic (Rattus norvegicus), O89049; Potency, µM (doses to about 114 µM), for inactives: at the highest dose activity change, negative = inhibition, hits mostly inhibitors; AID 588453, 2011; recombinant rTrxR1, NADPH fluorescence consumption, selenite substrate; 1% of 390,000 active; also: % is scaled to controls: 0 for no effect and ±100 for the full control effect; nearly all actives have a fitted effect of over 65% in size
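Rat TrxR1 (90 nM in the dispensed reagent) was pre-reduced with 400 uM NADPH for 5 min at room temperature, then incubated with compound for 15 min. After 400 uM selenite was added, NADPH fluorescence (Ex 340/Em 450 nm) was followed for 8 min.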
HP1b chromo inh: HTS for Inhibitors of HP1-beta Chromodomain Interactions with Methylated Histone Tails; 0.56% of 390,000 active; Chromobox protein homolog 1 (Homo sapiens), P83916; Potency, µM (series often up to 114 µM), for inactives: top-dose activity change, negative = inhibition, most hits filed as inhibitors; AlphaScreen HP1-beta / biotin-H3K9me3 peptide binding; also: nearly all actives have a fitted effect of over 70% in size; inactives centre near 23
Target sequence (P83916 whole entry, looked up): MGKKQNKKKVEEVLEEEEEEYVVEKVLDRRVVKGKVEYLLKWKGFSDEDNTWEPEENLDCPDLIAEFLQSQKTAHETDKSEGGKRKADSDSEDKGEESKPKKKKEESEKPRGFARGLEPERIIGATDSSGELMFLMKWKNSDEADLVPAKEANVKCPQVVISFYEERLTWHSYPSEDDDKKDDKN
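Compound inhibition of the preformed complex between 50 nM HP1-beta and 50 nM biotinylated H3K9me3 peptide was read by AlphaScreen. Buffer was PBS pH 7.4 with 0.01% Tween-20. Incubations ran 30 min at room temperature, with 10 ug/mL donor/acceptor beads.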
PGK inhibitor: qHTS Assay to Find Inhibitors of Phosphoglycerate Kinase. Phosphoglycerate kinase, glycosomal (Trypanosoma brucei brucei), P07378. PGK/GAPDH coupled, Kinase-Glo luminescence, 60 min. Potency, µM (series often up to 57.5 µM), without a hit: at the highest dose activity change, negative = inhibition, hits mostly inhibitors. 0.043% of 380,000 active; also: % is scaled to controls: 0 for no effect and ±100 for the full control effect; nearly all actives have a fitted effect of over 60% in size
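Recombinant glycosomal PGK reaction used 1,3-bisphosphoglycerate generated in-well by GAPDH (100nM final) in 100mM TEA pH 7.6, 5mM MgCl2, 0.01% Tween-20. After 60 minutes at room temperature, ATP was read by Kinase-Glo Plus luminescence end-point.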
* hit, by the source's call; i = inactive; ? = inconclusive; [ ] = another dose, or the depositor's remark. Unless noted, calls follow the shape of the dose curve; as a rule, active = well fitted curve in the direction sought with a large enough effect; inconclusive = small, poorly fitted or top-dose-only effect, or another doubt; inactive = no such curve, though single readings can be large; an effect the other way counts as inactive or inconclusive. Potency is read from the fitted curve at half-maximal effect. Not all compounds are listed (hit frequency here may not be typical).

[1] CCCN(CC(=O)Nc1cc(C)on1)S(=O)(=O)c1cccc(C(F)(F)F)c1
[2] Cc1ccc(NC(=O)CSc2nc(N)cc(=O)[nH]2)cc1Cl
[3] CCN(CC)C(=O)c1ccc(-c2nnc(Nc3ccc(C(=O)NC)cc3)c3ccccc23)cc1
[4] CCC(c1nnc(SCC(=O)Nc2ccc(C(=O)Nc3ccccc3OC)cc2)o1)N(C)C (stereo unspecified)
[5] Cc1nc2c(c3c1[nH]c1ccccc13)C(=O)CC(C)(C)C2
[6] CCc1cc(=O)oc2cc(C)cc(OC(C)C(=O)NCc3ccccn3)c12 (stereo unspecified)
entry no.	1	2	3	4	5	6
ERG Ets-DNA blk	-7%	-4%	5%	0%	-2%	-15%
12-LOX inh	6%	10%	-15%	0%	98%[activator]	7%
Pin1 inh	-2%	-6%	12%	1%	-1%	2%
GLS inhibitor	1%	-5%	3%	17%	3%	-13%
RGS4 inhibitor	-11%	-6%	-4%	18%	-13%	-19%[56.9 µM]
JMJD2A Tudor inh	-13%	-1%	-17%	-14%	-3%	-5%
TrxR1 inh	13%	13%[57.1 µM]	-6%	10%[57.1 µM]	-3%	39%[activator][57.1 µM]
HP1b chromo inh	36%[activator]	28%	26%	23%	40%[activator]	62%[activator]
PGK inhibitor	0%	5%	i	6%	2%	i

[7] O=C1c2ccccc2C(=O)N1CCCCNc1ccccc1
[8] N#Cc1ccccc1NC(=O)CN1CCOCC1
[9] CCOc1ccccc1OCCC(=O)OCC(=O)Nc1c(C)nn(-c2ccccc2)c1C
[10] Cc1ccc(NC(=O)Cn2c(O)c(N=NC(N)=S)c3ccccc32)cc1
[11] COCCNC(=O)CN(C(=O)c1ccc(N2CCCC2)nc1)c1ccc(Cl)cc1
[12] COc1ccc(CNC(=O)c2ccc(NC(=O)CC3SC(N4CCCC4)=NC3=O)cc2)cc1 (stereo unspecified)
entry no.	7	8	9	10	11	12
ERG Ets-DNA blk	8%	-5%	15%	-1%	10%	1%
12-LOX inh	6%	0%	-5%	-4%	14%	-2%
Pin1 inh	2%	-4%	2%	-2%	-2%	-1%
GLS inhibitor	5%	1%	1%	16%	1%	-6%
RGS4 inhibitor	-30%	-16%	5%	-6%	17%	-14%
JMJD2A Tudor inh	-31%	-4%	-12%	-16%	-8%	-6%
TrxR1 inh	13%[57.1 µM]	37%	-22%	3%	6%	?
HP1b chromo inh	-16%	52%[activator]	29%	33%	41%[activator]	29%
PGK inhibitor	-10%	10%	-2%	0%	1%	-12%

[13] CNC(=O)c1oc(-c2ccccc2)nc1C
[14] O=C(C[C@H]1C/C=C\C[C@H](Cc2ccc(F)cc2)C(=O)OCCNC1=O)NCCO
[15] COc1cc(/C=C2/C(=N)N3C(=NC2=O)SN=C3S(C)(=O)=O)ccc1OC(=O)c1ccco1
[16] NC(=O)[C@@H]1CC2(CC(c3cccc(NC(=O)CC(c4ccccc4)c4ccccc4)c3)=NO2)CN1C(=O)COc1ccc(Cl)cc1 (stereo partly specified)
[17] Cc1oc2c(cc(NS(=O)(=O)c3ccc(Cl)cc3)c3ccccc32)c1C(=O)OCc1ccccc1
[18] CN(Cc1nc(-c2ccccn2)no1)S(=O)(=O)c1ccccc1
entry no.	13	14	15	16	17	18
ERG Ets-DNA blk	-4%	-8%	5%	3%	2%	-2%
12-LOX inh	8%	-11%	?	-13%	?	0%
Pin1 inh	-9%	-2%	55%[activator]	32%[activator]	9%	-1%
GLS inhibitor	6%	9%	2%	1%	10%	1%
RGS4 inhibitor	13%[56.9 µM]	-9%	-12%	9%	9%	6%
JMJD2A Tudor inh	-16%	-15%	?	-26%	-29%	-9%
TrxR1 inh	18%	11%[57.1 µM]	?	24%	10%	10%[57.1 µM]
HP1b chromo inh	45%[activator]	36%	5%	11%	0%	11%
PGK inhibitor	-7%	0%	1%	-3%	4%	0%

[19] Cc1ccc(C(=O)N/C(=C/c2ccco2)C(=O)NCCCn2ccnc2)cc1
[20] CC(=O)c1cccc(NC(=O)Cn2c(SCC(=O)Nc3ccc(F)cc3)nc3ccccc32)c1
[21] O=C(CN1CCN(S(=O)(=O)c2ccccc2)CC1)Nc1ccccc1C(=O)NC1CC1
[22] OC[C@H]1OC(Nc2ccc(N=Nc3ccccc3)cc2)[C@@H](O)[C@@H](O)[C@@H]1O (stereo partly specified)
[23] COc1ccc([N+](=O)[O-])cc1N/C(=N/S(=O)(=O)c1ccccc1)c1ccccc1
[24] CCc1ccc(NC(=O)c2sc(-n3nc(C)c(Cc4ccc5c(c4)OCO5)c3C)nc2C)cc1
entry no.	19	20	21	22	23	24
ERG Ets-DNA blk	-3%	6%	-13%	6%	0%	-4%
12-LOX inh	19%	-32%	-1%	462%[activator]	-15%	-12%
Pin1 inh	1%	0%	-8%	0%	8%	-1%
GLS inhibitor	2%	-2%	5%	2%	-5%	-11%
RGS4 inhibitor	0%	-9%	1%	-10%	-2%	-14%
JMJD2A Tudor inh	-7%	-9%	-14%	-35%	?	-14%
TrxR1 inh	-9%	9%[57.1 µM]	-7%	-5%	10%[57.1 µM]	46%[activator]
HP1b chromo inh	5%	35%	16%	11%	-24%	2%
PGK inhibitor	-9%	9%	-16%	-4%	4%	-5%

[25] CCN(CC)S(=O)(=O)c1ccc2oc(C(=O)O)c(C)c2c1
[26] CN(c1ccccc1)S(=O)(=O)c1ccc2[nH]c(=O)oc2c1
[27] CCOC(=O)N1CCN(CC(=O)Nc2cc3c(cc2C(C)=O)OCO3)CC1
[28] COc1ccc(C2C(C(=O)Nc3cccnc3)=C(C)Nc3nc(-c4cccs4)nn32)cc1 (stereo unspecified)
[29] CC(=O)Nc1sc2c(c1C(=O)N1CCOCC1)CCCCC2
[30] CCN(CC)CCCNc1ccc(-c2nnc(-c3ccc(OCC(C)C)cc3)o2)cn1
entry no.	25	26	27	28	29	30
ERG Ets-DNA blk	0%	-9%	0%	-12%	4%	10%
12-LOX inh	0%	-24%	-1%[57.4 µM]	0%	0%	?
Pin1 inh	-3%	1%	-1%	-2%	6%	-5%
GLS inhibitor	20%	0%	4%	15%	17%	1%
RGS4 inhibitor	5%	-23%	-13%	-14%	-7%	-2%
JMJD2A Tudor inh	-17%	-24%	-5%	-19%	-8%	-13%
TrxR1 inh	13%[57.1 µM]	13%[57.1 µM]	-13%[57.1 µM]	6%	12%	26%
HP1b chromo inh	14%	18%	51%[activator]	28%	49%[activator]	10%
PGK inhibitor	-4%	-21%	-8%	i	0%	-2%

[31] Cc1ccc(N2C(=O)NC(NS(=O)(=O)c3ccc(Cl)cc3)(C(F)(F)F)C2=O)cc1C (stereo unspecified)
[32] COc1ccc2oc(C(=O)NN3C(C)CCCC3C)c(C)c2c1 (stereo unspecified)
[33] COc1ccc(Cn2c(CO)cnc2SCc2ccccc2C)cc1
[34] CC(C)C(=O)N1CCN(c2ccccc2NC(=O)c2cccc(Cl)c2)CC1
[35] COC(=O)c1cc(-c2cccc(OC)c2)on1
[36] Cn1c(SCC(=O)NCc2ccco2)nc2ccccc2c1=O
[37] COc1ccccc1C(CC(=O)O)NS(=O)(=O)c1ccc2c(c1)N(C(C)=O)CC(C)O2 (stereo unspecified)
[38] CCC(C)(C)C1CCc2[nH]nc(C(=O)NN)c2C1 (stereo unspecified)
entry no.	31	32	33	34	35	36	37	38
ERG Ets-DNA blk	7%	5%	-6%	9%	1%	4%	-11%	-3%
12-LOX inh	-13%	-11%	0%	?	-11%	0%	-21%	-1%
Pin1 inh	?	-3%	-7%	-2%	-8%	-14%	2%	0%
GLS inhibitor	14%	-9%	2%	7%	-2%	-6%	-9%	-18%
RGS4 inhibitor	-14%	-20%	-30%	-46%	-2%	2%	3%	-6%
JMJD2A Tudor inh	-7%	-3%	-22%	-3%	4%	-22%	24%	-12%
TrxR1 inh	22%	20%[57.1 µM]	6%[57.1 µM]	13%	-3%	6%	21%	17%[57.1 µM]
HP1b chromo inh	26%	23%	-9%[57 µM]	38%[activator]	33%	22%	51%[activator]	19%
PGK inhibitor	-1%	-5%	-10%	-18%	2%	4%	-9%	-15%

Full records from above. Order of values: ERG Ets-DNA blk | 12-LOX inh | Pin1 inh | GLS inhibitor | RGS4 inhibitor | JMJD2A Tudor inh | TrxR1 inh | HP1b chromo inh | PGK inhibitor
CCN(CC)CCCNc1ccc(-c2nnc(-c3ccc(OCC(C)C)cc3)o2)cn1 in the list: 10% | ? | -5% | 1% | -2% | -13% | 26% | 10% | -2%
CC(C)C(=O)N1CCN(c2ccccc2NC(=O)c2cccc(Cl)c2)CC1 in the list: 9% | ? | -2% | 7% | -46% | -3% | 13% | 38%[activator] | -18%
O=C1c2ccccc2C(=O)N1CCCCNc1ccccc1 in the list: 8% | 6% | 2% | 5% | -30% | -31% | 13%[57.1 µM] | -16% | -10%
